Screens deposited in PubChem by National Center for Advancing Translational Sciences (NCATS).
SMN2 splice enh: qHTS Assay for Enhancers of SMN2 Splice Variant Expression; HEK293 SMN2-luciferase splicing reporter, luminescence, 30-36 h; Potency, µM (highest dose often 46.1 µM), without a hit: at the highest dose activity change, positive = activation, actives largely listed as activators; actives 2.8% (n = 210,000); note: potency is the fitted concentration of half-maximal effect; % of control where 0% means no effect; nearly all actives have a fitted effect of over 55% in size
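HEK293 cells carry an SMN2 […]–luciferase reporter in which exon 7 inclusion puts luciferase in frame. Cells were plated 10-12 h before compound addition, then incubated 30-36 h at 37C. ONE-Glo luminescence was read; sodium butyrate at 4.5 mM final served as control.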
Luc counter: Counterscreen for Luciferase (Kinase-Glo TM) Inhibition; Luciferin 4-monooxygenase (Photuris pensylvanica), Q27757; actives 0.28% (n = 200,000); Potency, µM (series often up to 38.3 µM), without a hit: at the top dose activity change, negative = inhibition, actives largely listed as inhibitors; Kinase-Glo luciferase, ATP luminescence, 8 min; AID 1379, 2008; note: potency is the fitted concentration of half-maximal effect; % is set by controls: 0 for no effect and ±100 for the full control effect; nearly all actives have a fitted effect of over 60% in size
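Recombinant Kinase-Glo luciferase, 10 uM ATP (linear range), luciferin; imidazole pH 7.2 / KCl / MgCl2 / Tween / BSA buffer; 8 min RT; luminescence.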
IMPase Li inh: qHTS Assay for Identifying the Cell-Membrane Permeable IMPase Inhibitors: Potentiation with Lithium. Potency, µM (top dose mostly 59.4 µM), inactives show top-dose activity, negative = IMPase inhibition, actives largely listed as inhibitors. AID 1457, 2008. CHO-M1 cells, IP1 TR-FRET (IP-One), carbachol + lithium. actives 0.35% (n = 210,000);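 note: IP1 builds up when IMPase is blocked and the TR-FRET signal falls; potency is the fitted concentration of half-maximal effect; plate controls were basal vehicle for no effect and high inhibitor control for full effect; nearly all actives have a fitted effect of over 50% in size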
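Concentration–response in CHO-M1 cells, lithium-potentiated; 30 min at 37C. IP1 detected by competitive TR-FRET after 10 min lysis at RT. Hill-fitted AC50.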
CBFb-RUNX1 inh: qHTS Assay for Compounds Blocking the Interaction Between CBF-beta and RUNX1 for the Treatment of Acute Myeloid Leukemia. Runt-related transcription factor 1 (Homo sapiens) + Core-binding factor subunit beta …. AlphaScreen CBFb-His/RUNX1-biotin binding, biochemical. Potency, µM (highest dose often 59.8 µM), inactives show at the highest dose activity, negative = inhibition, usual class: inhibitors. 230,000 tested, under 10 active. AID 1477, 2009; note: % of control where 0% means no effect
Target sequence (Q01196 whole entry, looked up): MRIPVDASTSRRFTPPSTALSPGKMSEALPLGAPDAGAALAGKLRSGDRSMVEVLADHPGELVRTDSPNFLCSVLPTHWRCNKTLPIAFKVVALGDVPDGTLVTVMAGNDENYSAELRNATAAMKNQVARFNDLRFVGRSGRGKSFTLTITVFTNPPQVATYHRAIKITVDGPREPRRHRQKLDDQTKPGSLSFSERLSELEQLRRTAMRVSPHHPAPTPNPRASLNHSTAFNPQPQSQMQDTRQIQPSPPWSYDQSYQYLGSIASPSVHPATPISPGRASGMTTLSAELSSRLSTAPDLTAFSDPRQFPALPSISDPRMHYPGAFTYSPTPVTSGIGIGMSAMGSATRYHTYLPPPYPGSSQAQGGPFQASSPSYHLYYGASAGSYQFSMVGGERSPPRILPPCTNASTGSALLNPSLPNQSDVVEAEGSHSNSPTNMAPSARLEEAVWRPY
Target sequence (Q13951 whole entry, looked up): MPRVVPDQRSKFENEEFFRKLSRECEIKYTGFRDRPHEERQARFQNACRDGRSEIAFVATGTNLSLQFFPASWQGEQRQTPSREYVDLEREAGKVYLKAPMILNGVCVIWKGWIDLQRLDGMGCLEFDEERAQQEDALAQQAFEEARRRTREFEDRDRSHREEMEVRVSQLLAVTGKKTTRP
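Room-temperature protein-protein interaction test with 30 nM each of His-tagged CBF-beta and biotinylated RUNX1, 15 min with compound, then 90 min with nickel plus streptavidin beads. Signal read in AlphaScreen mode.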
HttQ103 aggreg: qHTS Multiplex Assay to Identify Dual Action Probes in a Cell Model of Huntington: Aggregate Formation (GFP); PC12 HttQ103-GFP aggregates, Acumen cytometry, 40 h; Potency, µM (series often up to 46.1 µM), for inactives: top-dose activity change, negative = inhibition, most hits filed as inhibitors; actives 1.1% (n = 220,000); AID 1688, 2009; note: potency is the fitted concentration of half-maximal effect; % is set by controls: 0 for no effect and ±100 for the full control effect; nearly all actives have a fitted effect of over 60% in size
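Aggregates are detected as GFP objects 1–25 µm with signal 6 STDEV over background in lysates of induced PC12 cells. These carry Huntingtin exon 1 with 103 glutamines fused to GFP under an ecdysone promoter; compounds titrated.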
HTT cytoprotect: qHTS Multiplex Assay to Identify Dual Action Probes in a Cell Model of Huntington: Cytoprotection (ATP). PC12 HTT-Q103 induced, cytoprotection, ATP luminescence, 40 h. Potency, µM (titrated, usually from 56.4 µM), inactives show cytoprotection (ATP increase), hits mostly activators. actives 0.14% (n = 230,000). AID 1471, 2008;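 note: potency is the fitted concentration of half-maximal effect; % of control where 0% means no effect; nearly all actives have a fitted effect of over 45% in size; toxic huntingtin expression switched on by the ecdysone agonist tebufenozide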
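Compounds added alongside 100 nM tebufenozide, which induces toxic Q103 huntingtin exon 1-GFP in stable PC12 cells; surviving cells quantified by luminescent ATP measurement. Medium: phenol red-free DMEM, 5% equine and 5% calf serum.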
Lamin A splicing: qHTS Assay for Modulators of Lamin A Splicing | Potency, µM (titrated, usually from 46.1 µM), inactives show at the top dose ratio change, negative = inhibition, actives largely listed as inhibitors | HeLa LMNA splicing GFP/RFP minigene ratio, 48 h | AID 1487, 2009 | actives 0.01% (n = 200,000); active = well fitted inhibition curve with a large enough effect in the signal ratio, with a control signal flat, not every such curve was filed as active; inconclusive = small, poorly fitted or top-dose-only effect, or effect the other way, or a change in a side signal; the % refers to the signal ratio; note: potency is the fitted concentration of half-maximal effect; % is set by controls: 0 for no effect and ±100 for the full control effect
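S3 HeLa stable clones carrying a lamin A-EGFP splicing minigene plus DsRed2 were seeded at 600 cells/well in Opti-MEM with 2% FBS, pin-dosed and incubated 48 h at 37°C. Acumen cytometry (488 nm) gave the GFP/RFP total-intensity ratio.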
* marks the source's active call; other numbers are inactive results; u = inconclusive; x = not tested or not shown; & = joins results of further samples; [ ] = remark or other dose. Unless noted, calls come from the whole dose curve; as a rule, active = well fitted curve in the direction sought with a large enough effect; inconclusive = small, poorly fitted or top-dose-only effect, or another doubt; inactive = no such curve, though single readings can be large; an effect the other way counts as inactive or inconclusive.

SMILES | SMN2 splice enh | Luc counter | IMPase Li inh | CBFb-RUNX1 inh | HttQ103 aggreg | HTT cytoprotect | Lamin A splicing
CCNc1nc(NCC)nc(SCCOC(=O)c2ccccc2)n1 | -27% | -2% | 3% | -9% | -2% | 6%[10 µM] | 1%
O=C(CCn1c(=O)oc2ccccc21)NCCCN1CCN(c2ccc(F)cc2)CC1 | -18% | -1% | 17%[38.3 µM] | 8% | 16% | -17% | 6%
COCCNC(=S)N1CCOCC1 | 1% | 1% | 8% | -3% | -4% | -8%[10 µM] | -14%
C=CCNC(=O)c1onc(CSc2ccc(Cl)cc2)c1C(=O)O | u | 2% | 3%[38.3 µM] | 3% | 29% | 2% | u
Cn1nc(CC(=O)NCc2cccc3ccccc23)c2ccccc2c1=O | -61%[inhibitor] | 1% | 2%[38.3 µM] | 2% | -9%[9.22 µM] | 16% | -11%
O=C(NCCN=C1NS(=O)(=O)c2ccccc21)c1ccc2nccnc2c1 | -18% | 7% | -22%[38.3 µM] | 5% | 8% | -4% | -5%
CCOP(=O)(OCC)C(NC(=O)Nc1ccccc1)c1ccccc1 (centres undefined) | x | x | x | 0% | 21% | 8%[10 µM] | -3%
CC(C)c1ccc(C(=O)NCc2ccc(Cl)cc2)cc1 | 16µM* | 0% | -8% | -5% | -11% | -24%[10 µM] | -5%
CCOC(=O)c1[nH]c(C)c(CCC(=O)O)c1C | 16%&2% | -2%&-1% | 24%&0%[38.3 µM] | 7%&1% | 8%&-2% | 6%&-15% | 4%&2%
CCOc1cccc(/C(O)=C2/C(=O)C(=O)N(Cc3ccco3)C2c2ccncc2)c1 (centres undefined) | 5% | -2% | -29%[38.3 µM] | -4% | 5% | 15% | 5%
O=c1oc(-c2cccs2)nc2ccccc12 | u | -9% | 15%[38.3 µM] | 3% | 4% | 7% | 0%
CC1=C(C(=O)Nc2ccc(Cl)cc2)C(c2ccco2)NC(=O)N1 (centres undefined) | -27% | -2% | 30%[38.3 µM] | -7% | 0% | 13%[10 µM] | -2%
Cc1ccccc1NC(=O)N1CCN(C/C=C/c2ccccc2)CC1 | -4% | 3% | 8% | 7% | -1% | -30%[inhibitor] | u
CC1=Nn2c(nnc2-c2ccccn2)SC1 | -15% | -3% | 8%[38.3 µM] | -2% | -4% | -10%[0.074 µM] | 7%
N#Cc1cnn(-c2ccccc2)c1N | -10% | -5% | -7%[38.3 µM] | 4% | 4% | 11% | 3%
CCOC(=O)N1CCN(C(=O)C(NC(=O)C2CCC(C)CC2)C(C)C)CC1 (centres undefined) | x | x | x | 2% | 15% | -26% | -5%
N#Cc1cc(Oc2cccnc2)c(Oc2cccnc2)cc1C#N | u | -3% | 28%[38.3 µM] | -1% | 16% | 22% | -16%
COC(=O)c1c(C)nc2ccccc2c1C(=O)O | 13% | 1% | 2%[38.3 µM] | -18% | 5% | 4% | -5%
CC(C(=O)O)n1ncc2ccccc2c1=O (centres undefined) | x | x | x | 5% | -3%[9.22 µM] | 9%[10 µM] | x
S=C(NCCCN1CCOCC1)Nc1cccc(-c2nnc3n2CCCCC3)c1 | 0% | -1% | -10% | 1% | -6% | -47% | x
CCCCN(C)Cc1c(C)[nH]c2ccccc2c1=O | x | -2% | 2% | 5% | -18%[9.22 µM] | -3%[10 µM] | -9%[46 µM]
Cc1cc(C)n(-c2nnc3c4ccccc4n(C)c3n2)n1 | x | x | x | u | -18%[9.22 µM] | -41%[10 µM] | x
CCOC(=O)CNC(=O)c1ccc(Br)s1 | x | x | x | 12% | -16%[9.22 µM] | 21%[10 µM] | x
O=C(CSc1nc(-c2ccco2)cc(C(F)(F)F)n1)Nc1ccccc1C(F)(F)F | 0% | 4% | 11% | -1% | u | 3.2µM* | -6%
O=C(CSc1ccc(-c2ccccn2)nn1)c1ccc(F)cc1 | 19% | -9% | 8% | x | u | -1% | x
Brc1ccccc1-n1nnc(-c2ccnc3ccccc23)n1 | x | x | 15% | -13% | 11%[9.22 µM] | 4%[10 µM] | x
Cc1ccc(NN=C2C(=O)OC(C)(C)OC2=O)c(C)c1 | 29% | 2% | -3% | -16% | 13% | x | 7%
Cc1onc(NC(=O)CSCC(=O)O)c1Br | x | x | x | 1% | -4%[9.22 µM] | 13%[10 µM] | x
COC(=O)c1ccc(NC(=O)CN2CCCC2)cc1 | 0% | -4% | 14%[38.3 µM] | 3% | 10% | 26%[10 µM] | 16%
C=CCSc1nnc(-c2nnc(SCC=C)n2CC)n1CC | -4% | -2% | 7%[38.3 µM] | -2% | 10% | -1% | 12%

An excerpt from above in order of length of the SMILES, ascending.
SMILES | SMN2 splice enh | Luc counter | IMPase Li inh | CBFb-RUNX1 inh | HttQ103 aggreg | HTT cytoprotect | Lamin A splicing
CC(C(=O)O)n1ncc2ccccc2c1=O (centres undefined) | x | x | x | 5% | -3%[9.22 µM] | 9%[10 µM] | x
Cc1onc(NC(=O)CSCC(=O)O)c1Br | x | x | x | 1% | -4%[9.22 µM] | 13%[10 µM] | x
COC(=O)c1ccc(NC(=O)CN2CCCC2)cc1 | 0% | -4% | 14%[38.3 µM] | 3% | 10% | 26%[10 µM] | 16%

The list goes on:
SMILES | SMN2 splice enh | Luc counter | IMPase Li inh | CBFb-RUNX1 inh | HttQ103 aggreg | HTT cytoprotect | Lamin A splicing
Cc1cc(C(=O)CN2C(=O)c3ccccc3S2(=O)=O)c(C)n1-c1ccccc1 | -16% | -1% | 28%[38.3 µM] | -12% | -32% | -108%[inhibitor][10 µM] | 8%
Fc1ccc(NC(=S)N2CCCC2)cc1Cl | -3% | -1% | -5% | 12% | 8% | 4%[10 µM] | -4%
CCc1nnc(NS(=O)(=O)c2ccc(N=Cc3c(C)[nH]n(-c4ccc(C)c(C)c4)c3=O)cc2)s1 | u | 2µM* | 6% | -5% | 6% | -30%[10 µM] | -5%
COC(=O)c1cn(-c2ccccc2)c(=O)c2ccccc12 | -19% | 1% | 1% | 11% | -6% | -31%[10 µM] | u
CC(NC(=O)/C(=C/c1ccc(OC(F)F)cc1)c1ccccc1)c1ccccc1 (centres undefined) | -28% | 5% | 8% | 10% | u | 5%[10 µM] | u
Cn1cccc1CC(=O)N/N=C\c1cccs1 | 12% | 2% | 3%[38.3 µM] | -15% | 15% | 14% | 9%
CCN(CC)c1ccc(-n2cc3c(=O)n(C)c(=O)n(C)c3c2)cc1 | 11% | 7% | u | u | u | 4%[10 µM] | u
CNS(=O)(=O)c1cccc(C(=O)OCC(=O)C23CC4CC(CC(C4)C2)C3)c1 | -1% | -4% | 36%[38.3 µM] | -2% | 5% | -27% | -7%
O=C(c1ccc(S(=O)(=O)N2CCCC2)cc1)N1CCN(Cc2ccc3c(c2)OCO3)CC1 | -3% | 2% | 23%[38.3 µM] | 9% | -14% | -17% | -15%
CS(=O)(=O)N(Cc1ccc(C(=O)NC2CCCC2)cc1)c1ccccc1 | x | -10% | -10% | 7% | -1%[9.22 µM] | -2%[10 µM] | x
C#CCOCCOCCOCCNc1nc(N2CCN(C(=O)C([C@@H](C)CC)n3cc(C(N)CC(C)C)nn3)CC2)nc(N2CCN(C(=O)[C@H](CCC(=O)O)n3cc(C(N)CC(C)C)nn3)CC2)n1 (some centres undefined) | x | x | -16% | 11% | -7%[9.22 µM] | 13%[10 µM] | x
COc1ccc(NC(=O)c2ccccc2NC(=O)CSc2ccc(Cl)cc2)cc1 | u | 9% | -6% | -1% | u | -56%[inhibitor][10 µM] | -2%
Cc1cc(F)ccc1NCc1ccccc1[N+](=O)[O-] | x | 1% | 19% | 7% | 4%[9.22 µM] | -13%[10 µM] | 14%[46 µM]
Cc1cc(C)n2nc(SCC(=O)c3cccs3)nc2n1 | 1% | 1% | 0% | 0% | -12%[9.22 µM] | -2% | x
CC(Sc1nnnn1C)C(=O)NC1CCCc2ccccc21 (centres undefined) | 5% | -2% | 1% | -3% | u | -19% | x
CCNC(=S)N/N=C/c1cn(Cc2ccc(F)cc2)c2ccccc12 | -41%[inhibitor] | -3% | 14% | -28% | 4% | 26%[10 µM] | u
N=C1CCCN1c1ccccc1O | x | x | x | 0% | 21%[9.22 µM] | u | x
COc1ccc(C(=O)/C=C/Nc2ccc([N+](=O)[O-])cc2C)cc1OC | 7% | -20% | 0%[38.3 µM] | 16% | -8% | 0%[10 µM] | -10%
Cn1cnc2cc(NC(=O)c3ccco3)ccc21 | 7.1µM* | -21% | -2%[38.3 µM] | 2% | -1% | -73%[inhibitor] | 5%
CCOC(=O)c1cnc(-n2cc(C)cn2)nc1NCc1ccc2c(c1)OCO2 | -4% | -4% | u | -2% | -18% | -26%[0.074 µM] | 12%
Cc1nn(-c2nc3ccccc3s2)c(N)c1-c1ccc(Cl)cc1 | 11µM* | 0% | 12% | -3% | -14% | -11%[10 µM] | -15%
COCCCn1c(-c2ccc(S(=O)(=O)N3CCOCC3)cc2)csc1=Nc1ccccc1 | -24%&-7% | 10% | 10µM* | -10% | u | 4% | -9%
CCOC(=O)C1C(=O)OC(C)(C)C1C(C)C(=O)c1ccc(C)cc1 (centres undefined) | -4% | 19% | 21%[38.3 µM] | 4% | -6% | 4% | u
Cc1cccc(CSc2nnc([C@@H]3CCCN3C(=O)OC(C)(C)C)o2)c1 | x | x | x | 10% | -7%[9.22 µM] | -17%[10 µM] | x
O=C(O)C/C(=C\c1ccc(N2CCOCC2)c([N+](=O)[O-])c1)c1nc2ccccc2s1 | x | x | x | -23% | 15%[9.22 µM] | 16%[10 µM] | x
COC(=O)c1ccc(NC(=S)NNC(=O)CC(C)C)cc1 | -4% | -4% | -2% | 6% | -4% | 13%[10 µM] | -14%
O=C(CSc1nc2ccccc2c(=O)n1CCCO)NCc1ccccc1 | 6% | -2% | -6%[38.3 µM] | 3% | 13% | -38% | 0%
CCOc1ccc(OCC)c(NC(=O)C2CCN(S(=O)(=O)c3cccnc3)CC2)c1 | -7% | 3% | 17%[38.3 µM] | 9% | 16%[9.22 µM] | -5% | 13%

An unsorted share of the library; about 4% have a hit in one of these screens.
